Source: PubChem (several laboratories)
VIM-2 inhibitor: VIM-2 metallo-beta-lactamase inhibitors, primary screen, biochemical, epi-absorbance readout, Pseudomonas aeruginosa enzyme; purified VIM-2, nitrocefin hydrolysis, epi-absorbance fluorescence; inhibition, % at 5.6 µM; hit rate 0.89% among 290,000; AID 1527, 2009;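 active = inhibition above the mean of all tested compounds plus 3 SD, cutoff set per screening run, cut at about 7.5% in these data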;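 note: red hydrolysis product quenches plate fluorescence so inhibitors raise well fluorescence; 0% = enzyme with DMSO and 100% = DMSO without enzyme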
NS3 helicase inh: inhibitors of HCV NS3 helicase, primary screen, biochemical, Cy5 molecular beacon fluorescence; Hepatitis C virus NS3 helicase; NS3 helicase DNA unwinding; inhibition, % at 10.9 µM; hit rate 0.56% among 290,000; AID 1800, 2009;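 active = inhibition above the mean of all tested compounds plus 3 SD, set per campaign, cut at about 35% in these data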;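 note: 0% = DMSO wells and 100% = thioflavine S control wells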
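System: HCV NS3 helicase fragment; control set: DMSO and thioflavine S; technique: Cy5 fluorescence at 0 and 60 min, beacon hairpin quenching; reagent: beacon DNA duplex substrate plus ATP; replicates: singlicate; schedule: 1 h reaction at 25 °C, ATP-initiated; medium: MOPS buffer pH 6.5 with MgCl2, DTT, Tween20, BSA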
IMP-1 inh: IMP-1 metallo-beta-lactamase inhibitors, primary screen, biochemical, epi-absorbance readout, Pseudomonas aeruginosa enzyme; metallo-beta-lactamase IMP-1 (Pseudomonas aeruginosa); hit rate 0.45% among 290,000; purified IMP-1, nitrocefin hydrolysis, epi-absorbance fluorescence; inhibition, % at 5.6 µM;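 active = inhibition above the mean plus 3 SD of all compounds in the same screening run, cut at about 4.5% in these data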;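 note: 0% = IMP-1 with DMSO and 100% = DMSO wells lacking enzyme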
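Assay system: purified IMP-1; Quantity: IMP-1 0.2 nM before substrate addition; Medium: HEPES buffer pH 7.1 with ZnSO4 and Brij 35; Incubation: 15 min enzyme–compound preincubation, then 25 min nitrocefin reaction, 25 °C; Signal: fluorescence quenching readout, ex 480/em 530 nm; Controls: DMSO with and without IMP-1; Repeats: singlicate testing.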
IDE cell activ: human IDE activators in live cells, primary screen, fluorescence polarization, HEK cells, FAbeta-B substrate; Insulin-degrading enzyme (Homo sapiens), P14735; FAbeta-B cleavage; 0% vehicle, 100% cell-free pure enzyme wells; activation, % at 5.96 µM; hit rate 0.073% among 340,000; AID 493087, 2011;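 active = activation above the mean of all tested compounds plus 3 SD, set per screening campaign, cut at about 17% in these data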
p-CIP stab down: p/CIP-EGFP fusion destabilizers, primary screen, fluorescence, F442A cells; 16 h; hit rate 0.01% among 290,000; Q05BA5; decrease of EGFP signal, % at 10 µM; AID 1984, 2009;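 active = EGFP signal decrease of at least 30% at 10 µM or well 3 SD below plate mean, unless failing retest; inactive = the rest, including hits failing retest or dose response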; note: some compounds called inactive have numbers as strong as hits; many of its hits are not listed in these tables
DNA FID counter: compounds displacing fluorescent DNA intercalator, primary screen, artefact control for HCV NS3 helicase inhibitor project, biochemical, FID fluorescence; inhibition, % at 7.9 µM; DNA fluorescent intercalator displacement; hit rate 0.17% among 290,000; in the data active = inhibition above about 37%;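 note: 0% = vehicle and 100% = reference compound; higher means more ethidium bromide displaced from hairpin DNA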
UBC9 SUMO inh: inhibitors of in vitro SUMOylation cascade, primary screen, biochemical, HTRF, uHTS; HTRF SUMOylation assay, SAE1/SAE2 + UBC9; inhibition, % at 35 µM; hit rate 0.36% among 290,000; AID 2006, 2009; in the data active = inhibition above about 50%, passing the limit was not always enough; note: strong numbers were not always called active
Target sequence (P63279 whole entry, looked up): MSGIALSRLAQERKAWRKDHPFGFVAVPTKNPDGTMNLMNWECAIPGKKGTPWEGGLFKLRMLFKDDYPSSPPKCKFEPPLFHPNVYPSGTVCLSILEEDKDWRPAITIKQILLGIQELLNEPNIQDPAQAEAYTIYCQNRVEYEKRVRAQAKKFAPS
MEKK3 PB1 HTS: modulators of MEKK3-MEK5 PB1 binding, primary screen, biochemical, wildtype MEKK3, multiplex bead flow cytometry, Alexa488-MEK5; Mitogen-activated protein kinase kinase kinase 3 (Homo sapiens), Q99759; bead-based flow cytometry, Alexa488-MEK5 binding to MEKK3; actives lie on both sides; 0 = blocked by unlabeled MEK5, 100 = vehicle; binding response (% of control), % at 10 µM; hit rate 1.4% among 290,000;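 active = binding response more than 3 SD above or below the average of its plate-row segment, actives on both sides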;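 note: Alexa488 bead fluorescence after subtracting the streptavidin-only scavenger bead signal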
Target sequence (Q99759 whole entry, looked up): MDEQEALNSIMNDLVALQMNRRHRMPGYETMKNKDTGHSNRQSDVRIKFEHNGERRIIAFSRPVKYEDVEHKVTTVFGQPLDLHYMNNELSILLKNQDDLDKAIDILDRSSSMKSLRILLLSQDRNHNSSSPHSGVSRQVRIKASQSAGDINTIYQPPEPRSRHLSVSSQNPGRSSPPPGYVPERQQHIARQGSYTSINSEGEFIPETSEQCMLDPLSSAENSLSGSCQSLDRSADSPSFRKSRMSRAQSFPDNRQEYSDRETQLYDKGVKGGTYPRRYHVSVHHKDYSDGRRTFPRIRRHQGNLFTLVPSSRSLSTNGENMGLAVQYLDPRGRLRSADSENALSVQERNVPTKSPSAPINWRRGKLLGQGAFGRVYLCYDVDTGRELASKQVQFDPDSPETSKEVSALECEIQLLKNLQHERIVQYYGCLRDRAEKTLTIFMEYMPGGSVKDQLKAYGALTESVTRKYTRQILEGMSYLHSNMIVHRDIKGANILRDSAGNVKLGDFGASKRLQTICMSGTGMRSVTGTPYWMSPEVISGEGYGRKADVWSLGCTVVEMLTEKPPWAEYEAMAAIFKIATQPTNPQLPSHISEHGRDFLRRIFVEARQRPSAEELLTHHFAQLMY
PHOSPHO1 inh: PubChem AID 1565; recombinant PHOSPHO1, absorbance phosphatase assay; inhibition, % at 13.3 µM; hit rate 1.1% among 290,000; in the data active = inhibition above about 60%
Target sequence (Q8TCT1 whole entry, looked up): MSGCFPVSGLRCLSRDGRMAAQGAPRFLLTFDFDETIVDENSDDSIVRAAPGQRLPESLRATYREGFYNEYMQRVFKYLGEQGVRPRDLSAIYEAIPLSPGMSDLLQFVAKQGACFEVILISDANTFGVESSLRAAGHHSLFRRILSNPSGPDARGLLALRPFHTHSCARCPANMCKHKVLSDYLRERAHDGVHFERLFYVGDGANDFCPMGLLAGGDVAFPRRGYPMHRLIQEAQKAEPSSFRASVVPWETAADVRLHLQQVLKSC
An asterisk follows results filed as active; · = not tested or not shown; & = joins results of further samples. Not all compounds are listed; count on the stated rates, not on these rows.

nr	Structure	VIM-2 inhibitor	NS3 helicase inh	IMP-1 inh	IDE cell activ	p-CIP stab down	DNA FID counter	UBC9 SUMO inh	MEKK3 PB1 HTS	PHOSPHO1 inh
1	Cc1ccc(Cc2c(C)nc3nc(SCC(=O)NCc4ccco4)nn3c2C)cc1	-1.8	9	-2.9	3	10	-17	7	122*	33
2	OCc1nc2ccccc2n1CCCOc1ccc(Br)cc1	0.7	-4	-8.4	0	-2	-14	-14	102	19
3	CN(CCC#N)C(=O)CSc1ncnc2sc(-c3ccccc3)cc12	-0.4	-4	-0.3	-4	-4	-20	5	94	16
4	O=C(O)Cn1cnc2c(oc3ccccc32)c1=O	-3.1	7	-4.1	5	-1	-1	8	103	45
5	CC(C)(C)OC(=O)N1Cc2cc3ccccc3nc2C1CO (stereo not given)	-2.1	-5	-2.9	2	-8	-20	14	86	16
6	CCCCSc1nnc(-c2ccc(C)cc2)n1C	-1.2	-3	0.3	3	-5	-18	-18	102	35
7	Cc1ccc(O)c(C=Nc2cc(C)ccc2O)c1	0.8	28	-0.3	4	-4	-6	18	125	12
8	CCN1CCN(C2=C(NS(=O)(=O)c3ccccc3)C(=O)c3ccccc3C2=O)CC1	0.1	1	-1.5	2	4	10	14	101	33
9	COc1cccc(C(=O)NC(C)C(c2cccs2)N2CCN(C)CC2)c1 (stereo not given)	-4.3	4	-1.3	0	-5	1	2	104	-4
10	CCOC(=O)CC1CCCCN1Cc1nc(-c2ccc(F)c(OC)c2)oc1C (stereo not given)	-2.6	-2	-2.9	3	-11	1	-1	104	58
11	COCC(=O)NC1CC2CCCC(C1)N2Cc1ccccc1 (stereo not given)	-1.4	4	-3.1	0	5	-2	8	110	-14
12	CCN(CC)c1ccc(NC(=O)C2CCCN(S(=O)(=O)c3cnc[nH]3)C2)c(C)c1 (stereo not given)	-3.0	6	-5.9	10	1	-3	-11	107	3
13	O=C(Cc1c(Cl)cccc1Cl)OCc1ccccn1	0.6	-1	-5.4	6	-3	-22	-2	105	20
14	COC(=O)c1cc(C(=O)OCC(=O)N(C)c2ccccc2)cc([N+](=O)[O-])c1	-3.2	-1	-2.7	3	-3	-24	13	99	39
15	CC(=O)SCC(=O)N=c1sc2cc(F)ccc2n1C	-1.1	-2	-2.7	4	5	-3	4	103	12
16	CCc1cc2c(NCCO)ncnc2s1	-1.8	1	-2.6	2	9	-3	0	103	20
17	C=CCc1cc(OC)ccc1OCCN(C)Cc1ccccc1	-2.0	-13	-2.4	0	-10	22	-4	104	43
18	O=C(O)Cn1ccc2ccccc21	-1.8	2	-2.0	1	-3	-3	13	104	35
19	CC(C(=O)Nc1ccccc1)N1C(=O)c2ccccc2C1=O (stereo not given)	-5.3	3	-2.4	2	2	-2	16	101	-6
20	COc1ccc(C(=O)Cn2cnc3ccc(Cl)cc3c2=O)cc1F	-1.5	-5	-2.1	3	1	-2	-9	101	45
21	COc1ccc(C2CC(=O)c3cnc(N4CCN(Cc5ccccc5)CC4)nc3C2)cc1 (stereo not given)	-3.3	-11	-3.5	4	-8	-9	10	100	29
22	Cc1ccc(-c2nnc(N3CCCCC3)c3ccccc23)cc1S(=O)(=O)N1CCN(C)CC1	-0.7	-75	-3.4	-1	-7	5	23	102	10
23	Cc1ccc(C(=O)N2CCN(c3ccc([N+](=O)[O-])c(NCc4ccco4)c3)CC2)cc1	-1.2	-5	-3.5	2	-10	-24	4	99	26
24	O=C(Cn1c(NCCCO)nc2ccccc21)c1ccc(Br)cc1	0.2	-64	-1.6	7	-2	27	23	87	1
25	O=C(NCCc1ccccc1Cl)C1CCC(=O)N(Cc2ccc(Cl)cc2)C1 (stereo not given)	-1.9	-2	-1.4	-1	0	-37	8	96	28
26	O=C(CCc1ccccc1)c1c(O)cc(O)cc1O	·	·	·	7	0	·	-20	110	40
27	CN1CCN(C(=O)/C(=C/c2ccc(N(C)C)cc2)NC(=O)c2ccccc2)CC1	-0.9	1	0.1	-2	-4	1	6	100	32
28	Cc1ccc(S(=O)(=O)N(C)C)cc1NC(=O)Nc1c(-c2ccccc2)noc1C	-2.1	7	-2.6	·	-12	-8	9	102	42
29	COc1ccc(CN2C(=O)c3cccnc3C2=O)cc1S(=O)(=O)N(C)Cc1ccco1	0.8	-14	-0.2	4	14	-28	9	100	29
30	O=C1/C(=C/c2ccc(Cl)cc2)NC(=S)N1Cc1cccnc1	-1.3	-2	-0.3	·	6	1	16	89	-50
31	CCn1c(SCc2cccc(C)c2)nnc1-c1ccc(C)cc1	-1.6	-9	-2.9	5	-5	-32	-12	107	69*
32	COC(=O)Nc1ccc(S(=O)(=O)N(CCO)CCO)cc1	1.0	-6	-0.7	-1	-3	-1	16	76	0
33	N#Cc1ccsc1NC(=O)COC(=O)c1ccc2ccccc2c1	-4.0	3	-3.3	-3	0	-5	-11	99	-7
34	CC(=O)c1ccc(Sc2nnc(C)s2)c([N+](=O)[O-])c1	0.9	-9	0.6	3	6	0	1	99	-26
35	COc1ccccc1NC(=O)C/C(N)=N/O	-1.0	7	-3.6	-2	3	-6	-10	106	14
36	O=[N+]([O-])/C(C(Cl)=C(Cl)Cl)=C(/NC1CC1)Sc1ccccc1	-3.8	-4	-4.7	-6	1	2	13	100	-26
37	COC(=O)c1cccc(NCN2C(=O)c3ccccc3C2=O)c1	0.8	-9	0.2	-1	-6	1	11	103	-6
38	CCCCOc1ccc(-c2cc(C(F)(F)F)c(C#N)c(SCC(=O)O)n2)cc1	-2.3	43*	-1.5	2	14	-38	16	103	2
39	Fc1ccc(C(c2ccc(F)cc2)N2CCN(C/C=C/c3ccccc3)CC2)cc1	-1.4	-74	-0.8	9	1	10	-28	113&90	-6
40	COC(=O)c1ccccc1NC(=O)Nc1nnc(N2CCC(C)CC2)s1	-1.1	5	-1.8	3	-8	-15	19	100	-11
41	O=C(Nc1ccccc1F)C1CCCN(S(=O)(=O)c2ccc(-n3cnnn3)cc2)C1 (stereo not given)	-3.5	6	-1.8	-6	-10	-21	3	101	28
42	O=C(/C=C/c1ccc(S(=O)(=O)N2CCOCC2)cc1)NCc1ccc(Cl)cc1	-2.4	-10	-2.1	0	2	-7	0	98	-10
43	O=C(Nc1nc(-c2ccccc2)cs1)C1c2ccccc2Oc2ccccc21	-1.9	-1	-2.6	1	-4	-2	8	101	6
44	O=C(CCCC(=O)N(CC(=O)NC1CCCCC1)Cc1ccccc1)Nc1ccccn1	-3.2	-4	-2.4	4	-15	-30	16	99	-38
45	Cc1ccc(C(=O)Nc2nnc(-c3ccco3)o2)cc1	-5.7	-4	-4.8	4	0	0	-6	104	-12
46	Oc1ccc(-c2nc3ccc4ccccc4c3c3c2CCC3)cc1O	2.4	-7	-2.0	2	2	-7	-34	94	-10
47	CC(=O)Nc1ccc(/C(C)=N/Nc2nc(Nc3cccc4ccccc34)nc(N3CCOCC3)n2)cc1	-2.9	-33	-1.6	1	-22	-22	-2	101	-11
48	COc1ccc(-c2onc(C)c2-c2cnn(-c3ccccc3)c2)c(O)c1	0.5	-15	0.6	5	-18	-15	-18	101	42
49	CCn1c(SCc2ccc(OC)c(F)c2)nc2ccccc2c1=O	2.0	1	-1.9	3	6	-24	-14	99	16
50	CCCn1c(O)c(N=NC(=O)CNC(=O)/C=C/c2ccc(OC)cc2)c2ccccc21	0.6	2	-1.6	3	-5	-38	5	98	7
51	NS(=O)(=O)c1ccc(NC(=O)c2ccccc2C(=O)N2CCCCC2)cc1	-2.4	0	-4.5	-2	-7	-4	6	102	10
52	Cc1cc(=O)oc2c(C)c(OCC(=O)NCc3ccccn3)ccc12	2.3	1	-2.0	0	-8	-6	14	101	28
53	C=C(Cl)COc1ccc2c(CC)cc(=O)oc2c1	2.6	-6	-3.8	3	0	-10	6	90	11
54	O=C(Nc1ccc(N2C(=O)C3CCCCC3C2=O)cc1Cl)c1cccs1 (stereo not given)	-0.4	-22	-2.2	-1	-28	-24	-5	90	-10
55	CN1CCN(CC(O)COc2ccccc2)CC1 (stereo not given)	-1.9	-5	-2.7	-1	2	-1	-7	103	24
56	O=C1OC(OC(=O)c2ccccc2Br)C(N2CCOCC2)=C1Cl (stereo not given)	-1.3	-11	-6.5	7	2	-4	-3	96	7
57	Cn1cccc1Cc1nnc(SCC(=O)Nc2ccc3c(c2)OCO3)n1CCc1ccccc1	-3.4	-5	-0.7	5	-1	-35	4	85	-9

Ten of the compounds above, with two lines to a compound.
Results follow in this order: VIM-2 inhibitor | NS3 helicase inh | IMP-1 inh | IDE cell activ | p-CIP stab down | DNA FID counter | UBC9 SUMO inh | MEKK3 PB1 HTS | PHOSPHO1 inh
[31] CCn1c(SCc2cccc(C)c2)nnc1-c1ccc(C)cc1
 : -1.6 | -9 | -2.9 | 5 | -5 | -32 | -12 | 107 | 69*
[32] COC(=O)Nc1ccc(S(=O)(=O)N(CCO)CCO)cc1
 : 1.0 | -6 | -0.7 | -1 | -3 | -1 | 16 | 76 | 0
[33] N#Cc1ccsc1NC(=O)COC(=O)c1ccc2ccccc2c1
 : -4.0 | 3 | -3.3 | -3 | 0 | -5 | -11 | 99 | -7
[34] CC(=O)c1ccc(Sc2nnc(C)s2)c([N+](=O)[O-])c1
 : 0.9 | -9 | 0.6 | 3 | 6 | 0 | 1 | 99 | -26
[35] COc1ccccc1NC(=O)C/C(N)=N/O
 : -1.0 | 7 | -3.6 | -2 | 3 | -6 | -10 | 106 | 14
[36] O=[N+]([O-])/C(C(Cl)=C(Cl)Cl)=C(/NC1CC1)Sc1ccccc1
 : -3.8 | -4 | -4.7 | -6 | 1 | 2 | 13 | 100 | -26
[37] COC(=O)c1cccc(NCN2C(=O)c3ccccc3C2=O)c1
 : 0.8 | -9 | 0.2 | -1 | -6 | 1 | 11 | 103 | -6
[38] CCCCOc1ccc(-c2cc(C(F)(F)F)c(C#N)c(SCC(=O)O)n2)cc1
 : -2.3 | 43* | -1.5 | 2 | 14 | -38 | 16 | 103 | 2
[39] Fc1ccc(C(c2ccc(F)cc2)N2CCN(C/C=C/c3ccccc3)CC2)cc1
 : -1.4 | -74 | -0.8 | 9 | 1 | 10 | -28 | 113&90 | -6
[40] COC(=O)c1ccccc1NC(=O)Nc1nnc(N2CCC(C)CC2)s1
 : -1.1 | 5 | -1.8 | 3 | -8 | -15 | 19 | 100 | -11
